MrgX1 antagonist: antagonists of human MrgX1 receptor | MRGX1-HEK293 calcium flux, Fluo-4, BAM8-22 antagonism; active compounds read low | 1.3% of 310,000 active | B-score at 10 µM | AID 588676 | Q96LB2;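 active = calcium-response B-score plate-corrected more than 3 library SD below zero, starting fluorescence within 5 deviations, no agonist response on first addition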;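 note: peak minus trough fluorescence over baseline after final BAM8-22 challenge near maximal dose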
Target sequence (Q96LB2 whole entry, looked up): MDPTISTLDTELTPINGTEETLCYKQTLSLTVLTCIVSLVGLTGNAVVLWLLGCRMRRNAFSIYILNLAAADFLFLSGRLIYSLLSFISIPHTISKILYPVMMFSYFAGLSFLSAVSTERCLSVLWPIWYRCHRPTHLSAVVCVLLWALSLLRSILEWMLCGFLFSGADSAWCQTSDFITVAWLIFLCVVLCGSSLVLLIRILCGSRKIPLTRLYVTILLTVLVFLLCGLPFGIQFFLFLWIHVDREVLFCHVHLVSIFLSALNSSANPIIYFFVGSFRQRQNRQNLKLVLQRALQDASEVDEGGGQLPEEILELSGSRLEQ
TRPC4 PAM: TRPC4 (mouse) allosteric potentiation | Q9QUQ5 | HEK293 TRPC4beta/mu-opioid, DAMGO EC20, Fluo-4 Ca2+ flux; active compounds read high | B-score at 10 µM | 0.42% of 310,000 active;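 active = B-score of calcium response area above 5 SD of library B-scores, with initial fluorescence ratio within 5 SD of library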;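 note: B-score of integrated fluorescence ratio over time as area under calcium response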
TRPC4 act: opens the mouse TRPC4 cation channel; B-score at 10 µM; 0.49% of 310,000 active; HEK293 TRPC4beta/mu-opioid, Fluo4 calcium fluorescence; active compounds read high; AID 2237; Q9QUQ5;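 active = B-score above 5 SD of library B-scores, and initial fluorescence ratio not above library mean plus 5 SD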;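 note: positive B-score marks a calcium rise read as TRPC4 activation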
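Material: TRPC4beta and mu-opioid receptor HEK293 stable cells | Incubation: 45 min room-temperature Fluo4 loading, 110 s read | Detection: Kinetic Fluo4 calcium fluorescence | Measure: Integrated baseline-normalised fluorescence ratio, converted to per-well B score | Benchmarks: Low control buffer alone, high control maximal DAMGO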
RGS4 inh: human RGS4 inhibition | P49798 | HEK293 M3R/RGS4 inducible, Fluo-4 calcium flux; active compounds read high; triggered by carbachol at its EC20 | B-score at 10 µM | 0.45% of 310,000 active | AID 463165;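 active = B-score, a plate-corrected calcium signal, over three deviations above library mean, with baseline fluorescence within five deviations of library mean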;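 note: RGS4 expression induced by doxycycline in cells with stable M3 receptor; B-score is computed from the integrated fluorescence ratio over baseline after carbachol; higher B-score means a larger calcium signal and so more RGS4 inhibition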
Target sequence (P49798 whole entry, looked up): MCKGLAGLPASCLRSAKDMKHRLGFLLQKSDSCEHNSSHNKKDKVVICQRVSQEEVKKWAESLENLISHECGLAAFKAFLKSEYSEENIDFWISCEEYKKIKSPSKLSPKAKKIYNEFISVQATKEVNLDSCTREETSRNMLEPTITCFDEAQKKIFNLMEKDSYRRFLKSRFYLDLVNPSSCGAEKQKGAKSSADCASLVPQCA
TRPC6 activator: activators of mouse TRPC6 channel; B-score at 10 µM; HEK293-TRPC6 membrane potential dye fluorescence; active compounds read high; AID 2550; Q61143; 0.13% of 310,000 active;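 active = B-score of the integrated fluorescence ratio above library mean plus 3 SD, and starting fluorescence ratio within library mean plus 5 SD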;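 note: higher score means more depolarization so channel activation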
ANO1 block: blocks the mouse calcium-activated chloride channel TMEM16A | normalized B-score (activity score, 25-100; higher = stronger inhibition) at 10 µM | Q8BHY3 | HEK293 TMEM16A/YFP iodide influx fluorescence, ionomycin | 1.2% of 310,000 active;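 active = ratio plate-corrected score three or more library SD toward inhibition, starting fluorescence score within five deviations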;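 note: score derived from kinetic fluorescence span divided by baseline fluorescence per well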
ANO1 activ: activators or potentiators of mouse TMEM16A chloride channel | HEK293 TMEM16A/YFP-H148Q/I152L, iodide quench fluorescence; active compounds read low | B-score at 10 µM | 0.3% of 340,000 active | AID 623877;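 active = fluorescence-ratio B-score plate-corrected deviation score at least 3 library SD below zero, with starting fluorescence score within 5 deviations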;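 note: channel opened by trigger with iodide after compound preincubation; score built on the fluorescence ratio of max minus min over baseline; more negative score means more quench and so TMEM16A activation or potentiation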
TRPC4 inh: TRPC4 (mouse) channel inhibition; Q9QUQ5; HEK293 TRPC4beta/mu-opioid, DAMGO-evoked Fluo4 calcium flux; active compounds read low; B-score at 10 µM; 0.39% of 300,000 active; AID 2247;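 active = B-score over 3 SD under the library average, no early fluorescence shift, positive overall ratio signal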
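Assay system: TRPC4beta/mu-opioid receptor HEK293 cell line; compound dosing: single concentration per test compound; detection: Fluo4 Ca2+ flux fluorescence; evaluation: per-well B score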
MrgX1 agonist: human MrgX1 receptor agonism, primary screen; Q96LB2; MrgX1-HEK293 cells, Fluo-4 calcium fluorescence, agonist mode; active compounds read high; B-score at 10 µM; 0.44% of 310,000 active;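 active = calcium response B-score plate-corrected fluorescence ratio at least 3 library SD, with starting fluorescence B-score inside 5 SD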
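Test system: HEK293 cells stably expressing human MrgX1 receptor; Input: fifteen thousand cells per well; Dosing: compound delivered in addition one of three; Schedule: overnight seeding, then 1 h dark dye loading; Technique: Fluo-4 NW calcium fluorescence; Measure: B-scored fluorescence response ratio; Controls: positive and negative controls per plate.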
TRPC6 inhibitor: blocks the mouse TRPC6 cation channel; Q61143; B-score at 10 µM; 1.1% of 310,000 active; HEK293-TRPC6, membrane potential dye, ACh-evoked depolarization; active compounds read low;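 active = B-score under library mean minus 3 SD, initial fluorescence not abnormally high, positive integrated signal ratio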;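 note: B-score derived from integrated fluorescence ratio over the kinetic read; more negative B-score means stronger inhibition of depolarization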
MrgX1 PAM: human MrgX1 positive allosteric modulation, primary screen; Q96LB2; MrgX1-HEK293, Fluo-4 calcium flux, FDSS; active compounds read high; B-score at 10 µM; 0.63% of 310,000 active;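 active = plate-corrected calcium response at least 3 library SD above typical, normal starting fluorescence, not activating the receptor alone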;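 note: compound read alongside a low EC10 to EC30 dose of BAM8-22 agonist; peak minus trough fluorescence over baseline measured at the second addition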
Starred values were filed as active, the others as inactive; i = inactive; nt = not tested or not shown.

Molecule	MrgX1 antagonist	TRPC4 PAM	TRPC4 act	RGS4 inh	TRPC6 activator	ANO1 block	ANO1 activ	TRPC4 inh	MrgX1 agonist	TRPC6 inhibitor	MrgX1 PAM
OC(CCN1CCCCC1)c1ccc(-c2ccccc2)cc1 (stereo not given)	i	i	i	i	i	i	i	i	i	i	i
CN(C1CCCCC1)S(=O)(=O)c1cccc2nsnc12	i	i	i	i	i	i	i	i	i	i	i
C#CCOCCOCCOCCNc1nc(N2CCN(C(=O)CCCCCCCCCCNC(=O)Cn3cc(CCCCCN)nn3)CC2)nc(N2CCN(C(=O)CCCCCCCCCCNC(=O)[C@H]([C@@H](C)CC)n3cc(CCCCCN)nn3)CC2)n1	i	nt	nt	nt	nt	25*	-13*	nt	51*	nt	i
O=C(Cn1cnc2ccccc2c1=O)c1ccc2ccccc2c1	i	i	i	i	i	i	i	i	i	i	i
CCCCC1=CC2=C(c3ccco3)C(=O)C(C)(OC(=O)c3ccc(OC)cc3)C(=O)C2=CN1CCN1CCOCC1 (stereo not given)	i	i	i	i	i	i	i	i	i	i	i
Cc1ccc(C)c(OCC(=O)N(Cc2nnc(-c3ccccc3Cl)o2)C2CC2)c1	i	i	i	i	i	i	i	i	i	i	i
COc1ccc(NC(=O)c2nc(C)c(C3(C)CC(c4cccnc4)=NO3)s2)cc1 (stereo not given)	i	i	i	i	i	i	i	i	i	i	i
Cc1cc(-c2ccc(C(C)C)c(S(=O)(=O)N3CC(=O)Nc4ccccc43)c2)on1	i	i	i	i	i	i	i	i	i	i	i
O=C(Cc1ccc(F)cc1)Nc1nnc(-c2ccc(F)cc2)o1	i	i	i	i	i	i	i	i	i	i	i
CC(C)c1ccccc1NC(=O)CN1C(=O)c2ccccc2C1=O	i	i	i	i	i	i	i	i	i	i	i
CCc1c(C)sc(NC(=O)c2cccs2)c1C#N	i	i	i	i	i	i	i	i	i	i	i
COc1cc(COCC(O)CN2CCN(Cc3ccc4c(c3)OCO4)CC2)cc(OC)c1OC (stereo not given)	i	i	i	i	i	i	i	i	i	i	i
CCN(CC)C(=O)CC(c1cc(OC)c(OC)c(OC)c1)c1c(OC)cc(OC)c2ccc(=O)oc12 (stereo not given)	i	i	i	i	i	i	i	i	i	i	i
O=C(Nc1ccc2c(c1)OCCO2)c1cccc(Cl)c1	i	i	i	i	i	i	i	i	i	i	i
O=C(COC(=O)c1ncc(Cl)c(Cl)c1Cl)NC(=O)NCc1ccccc1	i	i	i	i	i	i	i	i	i	i	i
O=C(NCCc1ccccn1)C(F)(F)C(F)(F)C(F)(F)C(F)(F)C(F)(F)C(F)(F)C(F)(F)C(F)F	i	i	165*	i	i	i	i	i	i	i	i
Brc1ccc(CSc2ccc3nnc(-c4cccnc4)n3n2)cc1	i	i	i	i	i	i	i	i	i	i	i
CCOc1cc(/C=C2\SC(=S)N(NC(=O)c3cccnc3)C2=O)ccc1O	-5.9*	i	i	i	i	i	i	i	i	i	i
COc1ccc(Cc2c(Cl)ncnc2Cl)cc1	i	i	i	i	i	i	i	i	i	i	i
CC(C(=O)NCc1ccc2c(c1)OCO2)c1ccc([N+](=O)[O-])cc1 (stereo not given)	i	i	i	i	i	i	i	i	i	i	i
COc1cccc(C(=O)Nc2cccnc2)c1	-5*	i	i	i	i	i	i	i	i	i	i
CN1CCN(NC(=O)c2cn(-c3ccccc3)nc2-c2cccs2)CC1	i	i	i	i	i	i	i	i	i	i	i
Cc1nnc(SCC(=O)Nc2ccc([N+](=O)[O-])cc2)n1CC1CCCO1 (stereo not given)	i	i	i	i	i	i	i	i	i	i	i
CNc1nc2c(c(=O)[nH]c(=O)n2C)n1CCOC	nt	i	i	i	i	nt	nt	i	nt	i	nt
O=C(CSc1nnnn1C1CCCCC1)Nc1nc2c(s1)CCCC2	i	i	i	i	i	i	i	i	i	i	i
CCCCC1(O)CC(C(F)(F)F)=NN1C(=O)COc1ccccc1 (stereo not given)	i	i	i	i	i	i	i	i	i	i	i
CCOC(=O)C1CCCc2c1[nH]c1c(C(=O)O)cccc21 (stereo not given)	i	i	i	i	i	i	i	i	i	i	i
COc1ccc(C2c3ccc(O)cc3Oc3ncn(CCN4CCOCC4)c(=N)c32)cc1OC (stereo not given)	i	i	i	i	i	i	i	i	i	i	i
O=C(NCC1CC1)Nc1cccc(Cl)c1	i	i	i	i	i	i	nt	i	i	i	i
COc1ccc(-c2oc3ccccc3c2C(=O)OCc2ccccc2)cc1	i	i	i	i	i	i	i	i	i	i	8.1*
CCN(CC(=O)Nc1ccc(NC(C)=O)cc1)C(=O)c1ccccc1CCc1ccccc1	i	i	i	i	i	i	i	i	i	i	i
CC1=C/C(=N\NC(=O)c2cccs2)CC(C)(C)C1	i	i	i	i	i	i	i	i	i	i	i
COc1ccc(-c2csc(N(CC3CCCO3)C(=O)c3ccc(C)cc3)n2)cc1 (stereo not given)	i	i	i	i	i	i	i	i	i	i	i
CC1CCN(C(=O)CSc2ccc(-c3cccnc3)nn2)CC1	i	i	i	i	i	i	i	i	i	i	i
O=C(NCCc1ccccc1)C1CCCN(S(=O)(=O)c2cnc[nH]2)C1 (stereo not given)	i	i	i	i	i	i	i	i	i	i	i
Cn1c(SCC(=O)Nc2ccc3c(c2)OCCO3)nnc1-c1ccccn1	i	i	i	i	i	i	i	i	i	i	i
CC(C)NS(=O)(=O)c1ccc(OCC(=O)Nc2ccc(F)cc2F)cc1	i	i	i	i	i	i	i	i	i	i	i
CCOc1cc(S(=O)(=O)NCc2cccnc2)c(C)cc1C	-4.9*	i	i	i	i	i	i	i	i	i	i
COc1cc(/C=C/c2ccc3cccc([N+](=O)[O-])c3n2)ccc1OCC(=O)O	i	i	i	i	i	i	i	i	i	i	i
CCCCC(=O)NCCNc1nc2c(c(=O)n(C)c(=O)n2C)n1Cc1ccc(F)cc1	i	i	i	i	i	i	i	i	i	i	i
Cc1ccc(S(=O)(=O)Nc2ccc(N3CCOCC3)cc2)cc1[N+](=O)[O-]	i	i	i	i	i	i	i	i	i	i	i
Cc1nnc2ccc(-c3ccc(NC(=O)c4ccco4)cc3)nn12	i	i	i	i	i	i	i	i	i	i	i
CCOC(=O)C1CCN(c2nc(-c3ccc(Br)cc3)nc3ccccc23)CC1	i	i	i	i	i	i	i	i	i	i	i
N/C(Cc1nc(-c2ccc(F)cc2)cs1)=N\O	i	i	i	i	i	i	i	i	i	i	i
O=C(Nc1ccc2c(c1)nc1n2CCCCC1)c1cc(S(=O)(=O)N2CCOCC2)ccc1Cl	i	i	i	i	i	i	i	i	i	i	i
CCN1C(=O)/C(=C\C(=O)c2cccs2)c2cc(Br)ccc21	i	i	i	i	i	i	i	i	i	i	i
Cc1ccc(S(=O)(=O)N(CC(=O)NCc2ccncc2)Cc2ccccc2F)cc1	i	i	i	i	i	i	i	i	i	i	i
Cc1[nH][nH]c(=O)c1/C=N/N1CCOCC1	i	i	i	i	i	i	i	i	i	i	i
O=C(Nc1ccccc1Cl)NC1(C(=O)N2CCC(O)CC2)CCCCC1	i	i	i	i	i	i	i	i	i	i	i
CN(CC(=O)Nc1cc(Cl)cc(Cl)c1)Cc1cccs1	i	i	i	i	i	i	i	i	i	i	i
COc1cc(C2NC(=O)NC(C)=C2C(=O)OC2CCC(C)CC2)ccc1O (stereo not given)	i	i	i	i	i	i	i	i	i	i	i
O=C1CC(=C(c2ccccc2)c2ccccc2)C(=O)N1CCN1CCN(c2cccc(Cl)c2)CC1	i	i	i	i	i	i	i	i	i	i	i
O=C(CN(CC1CCCO1)C(=O)CNS(=O)(=O)c1ccc(F)cc1)NCCc1ccccc1 (stereo not given)	i	i	i	i	i	i	i	i	i	i	i
CCC(C)[C@H](NC(=O)NCc1ccc(Cl)cc1)C(=O)OC (stereo not given in full)	i	i	i	i	i	i	i	i	i	i	i
c1ccc2c(c1)ncn2-c1ccc(-c2ccnc(-c3ccncc3)n2)cc1	i	i	i	i	i	i	i	i	i	i	i
CCCN(Cc1nnc(-c2ccccc2Cl)o1)C(=O)c1cccc(S(=O)(=O)N2CCOCC2)c1	i	i	i	i	i	i	i	i	i	i	i
S=c1[nH]nc(C2CCCCC2)n1/N=C/c1ccc(Br)cc1	i	i	i	i	i	i	i	i	i	i	i
CCOc1ccc(/C=N/NC(=O)c2ccc(Cn3cc([N+](=O)[O-])cn3)o2)cc1	i	i	i	i	i	i	i	i	i	i	i
COc1ccc(N(CCC#N)C(=O)/C(C#N)=C/c2cccs2)cc1	i	i	i	i	i	i	i	i	i	i	i
CCOc1ccccc1Nc1nc(-c2cccnc2)cs1	i	i	i	i	i	i	i	i	i	i	i

Remaining list, next part
Molecule	MrgX1 antagonist	TRPC4 PAM	TRPC4 act	RGS4 inh	TRPC6 activator	ANO1 block	ANO1 activ	TRPC4 inh	MrgX1 agonist	TRPC6 inhibitor	MrgX1 PAM
CCCS(=O)(=O)N1CCCC(C(=O)Oc2ccc(C)c(C)c2)C1 (stereo not given)	i	i	i	i	i	i	i	i	i	i	i
O=C(Nc1ccc2nc(-c3ccc4nc[nH]c4c3)[nH]c2c1)c1cccs1	i	i	i	i	i	i	i	i	i	i	i
Nc1ncc(-c2ccccc2)n1CC1CCCO1 (stereo not given)	i	i	i	i	i	i	i	i	i	i	i
COc1ccc(Cc2nnc(NC(=O)CSc3ccc(C)cc3)s2)cc1OC	i	i	i	i	i	i	i	i	i	i	i
Cc1cc(C)n(CC2CC(=O)N(c3cc(Cl)cc(Cl)c3)C2=O)n1 (stereo not given)	i	i	i	i	i	i	i	i	i	i	i
CCN(Cc1cnn(C)c1)C(=O)c1cc(COc2ccc(F)cc2F)on1	i	i	i	i	i	i	i	i	i	i	i
COc1cc(OC)c(-c2cc(C(=O)O)ccc2OC)c(OC)c1	i	i	i	i	i	i	i	i	i	i	i

Source: PubChem BioAssay (Johns Hopkins Ion Channel Center)

Outcome played no part in choosing rows; any-hit rate near 5.8%.
